# TSG101-PTAP inh: qHTS Assay for Iinhibitors of HIV-1 Budding by Blocking the Interaction of PTAP/TSG101 | Tumor susceptibility gene 101 protein (Homo sapiens), Q99816 | Fluorescence polarization, FITC-PTAP peptide / Tsg101 binding | Potency, µM (series often up to 115 µM), inactives show at the highest dose activity change, negative = inhibition, actives largely listed as inhibitors | 340,000 tested, under 10 active; active means well fitted inhibition curve with a large enough effect in the main read-out, with a control signal flat, not every such curve was filed as active; inconclusive means small, poorly fitted or top-dose-only effect, or effect the other way, or a change in a side signal; inactive means no such curve, though single readings can be large or run the other way; further: potency means the concentration at half of the fitted maximal effect; % of control where 0% means no effect
# Target sequence (Q99816 whole entry, looked up): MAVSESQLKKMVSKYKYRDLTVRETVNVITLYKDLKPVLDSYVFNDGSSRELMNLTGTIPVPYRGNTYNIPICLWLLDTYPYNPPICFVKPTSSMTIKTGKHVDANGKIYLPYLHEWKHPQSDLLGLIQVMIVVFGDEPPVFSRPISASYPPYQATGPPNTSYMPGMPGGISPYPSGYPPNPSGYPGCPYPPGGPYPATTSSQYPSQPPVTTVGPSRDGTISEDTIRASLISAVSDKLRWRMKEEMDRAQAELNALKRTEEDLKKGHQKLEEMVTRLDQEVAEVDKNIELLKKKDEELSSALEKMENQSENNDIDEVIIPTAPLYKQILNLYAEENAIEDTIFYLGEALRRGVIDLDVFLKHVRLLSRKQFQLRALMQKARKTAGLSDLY
#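 Fluorescence anisotropy tracks displacement of a FITC-tagged PTAP peptide (50 nM) from the Tsg101 binding domain (10 uM), following a 20 min room-temperature incubation at pH 7.5.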
# B2AR arrestin: qHTS assay of beta-arrestin-biased ligands of beta2-adrenergic receptor; hit rate 0.02% among 330,000; Beta-2 adrenergic receptor (Homo sapiens), P07550; beta-arrestin recruitment to beta2AR, cell-based reporter; Potency, µM (series often up to 46.1 µM), for the others: top-dose activation, hits mostly activators;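 further: potency means the concentration at half of the fitted maximal effect; 0% = DMSO controls and full agonism = EC100 isoproterenol or metaproterenol; nearly all actives have a fitted effect of over 65% in size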
# Target sequence (P07550 whole entry, looked up): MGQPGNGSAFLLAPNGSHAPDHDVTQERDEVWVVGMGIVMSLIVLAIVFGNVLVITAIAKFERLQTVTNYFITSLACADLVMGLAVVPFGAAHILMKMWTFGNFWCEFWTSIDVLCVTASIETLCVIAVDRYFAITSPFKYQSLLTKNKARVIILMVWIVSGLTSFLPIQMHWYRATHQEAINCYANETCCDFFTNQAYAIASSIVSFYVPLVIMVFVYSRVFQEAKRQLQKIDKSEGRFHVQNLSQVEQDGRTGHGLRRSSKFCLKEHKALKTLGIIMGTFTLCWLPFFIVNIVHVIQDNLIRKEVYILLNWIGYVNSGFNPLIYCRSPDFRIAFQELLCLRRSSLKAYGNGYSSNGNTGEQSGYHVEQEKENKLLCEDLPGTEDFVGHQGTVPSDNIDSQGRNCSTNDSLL
# USP2a inh: qHTS Assay for Inhibitors of Ubiquitin-specific Protease USP2a Using CHOP2 as the Reporter | Ubiquitin carboxyl-terminal hydrolase 2 (Homo sapiens), O75604 | USP2 core, Ub-CHOP2 coupled fluorogenic reporter, 485/531 | Potency, µM (titrated, usually from 38.3 µM), without a hit: at the top dose activity change, negative = inhibition, actives largely listed as inhibitors | hit rate 0.01% among 330,000;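 further: potency means the concentration at half of the fitted maximal effect; plate controls were DMSO wells for no effect and full inhibition by NEM control for full effect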
#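 Deubiquitinase activity read as fluorescence (485/531 nm) after Ub-CHOP2 cleavage activates the enterokinase reporter on its substrate; USP2 core 10nM, Ub-CHOP2 and substrate 25nM each, 30min compound preincubation then 60min RT; data normalized to NEM, curves fitted.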
# p53 reactivation: qHTS assay for re-activators of p53 using a Luc reporter | AID 504706, 2011 | H1299 p53-A138V BP100-luciferase reporter, luminescence, 24 h | Potency, µM (titrated, usually from 92.2 µM), for inactives: at the highest dose activity change, positive = activation, actives largely listed as activators | hit rate 0.063% among 320,000; further: potency means the concentration at half of the fitted maximal effect; % of control where 0% means no effect; nearly all actives have a fitted effect of over 45% in size
#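 p53-null H1299 cells stably carrying temperature-sensitive p53-A138V and a BP100-luciferase reporter were pinned with compounds (4-point, 1:5 series) and held 24 hrs at 37 deg C. Luminescence was read 10 min after detection reagent.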
# Integrin act MD: qHTS for Activators of Integrin-Mediated Alleviation for Muscular Dystrophy. alpha7betagal myoblasts, beta-gal FDG fluorescence, 48 h. Potency, µM (doses to about 38.3 µM), for inactives: at the highest dose activation, actives largely listed as activators. hit rate 0.064% among 350,000;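 further: potency means the concentration at half of the fitted maximal effect; 100% = response of the positive control SU9516; nearly all actives have a fitted effect of over 60% in size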
#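 alpha7betagal+/- myoblasts (passage 13, 250/well) treated 48 h at 37C with compounds at 1:260 dilution of DMSO stock. Lysed, then beta-galactosidase activity read as FDG fluorescence (ex 480/em 540) after 30 min, with pre-read for autofluorescence.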
# TRPV1 ag: HTS Assay for Compounds that Act as Agonists of the Vanilloid Receptor 1; hit rate 0.19% among 320,000; activation, % at 8.33 µM; Transient receptor potential cation channel subfamily V member 1 (Homo sapiens), Q8NER1; TRPV1-expressing cells, Fluo-8 calcium influx, agonist mode; in the data active means activation above about 80%; inconclusive means between about 30% and that limit; further: 0% is about no effect
#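 Cells expressing TRPV1 were dye-loaded with Fluo-8 and read kinetically: 10 s baseline, 3 min after compound (agonist portion), then 2 min after EC20 capsaicin (allosteric enhancer portion). Calcium-bound dye fluorescence at 480/520 nm.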
# BRCA1 expr up: qHTS Assay to Identify Small Molecule Activators of BRCA1 Expression. AID 624202, 2012. hit rate 1.1% among 380,000. MCF7-BRCA1-FFLuc reporter, luminescence, 48 h; response scale: scaled: vehicle 0%, 10 µM genistein 100%. Potency, µM (series often up to 46.1 µM), without a hit: top-dose activation, most hits filed as activators; further: potency means the concentration at half of the fitted maximal effect; nearly all actives have a fitted effect of over 80% in size; some results filed as inactive show a strong effect at the top dose
#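 Luminescence from a BRCA1-driven firefly luciferase in MCF7 cells was read after 48 h compound exposure at 37 C. Data normalized against DMSO and a 10microM genistein activation control, then curve-fitted across the titration.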
# Eya2 inh: qHTS Assay for Inhibitors of the Phosphatase Activity of Eya2 | recombinant Eya2, OMFP fluorescence dephosphorylation (OMFP is methylfluorescein phosphate) | Potency, µM (titrated, usually from 76.9 µM), inactives show at the top dose activity, negative = inhibition, hits mostly inhibitors | hit rate 0.006% among 330,000 | AID 488837, 2010; further: potency means the concentration at half of the fitted maximal effect; on the % scale 0 is the no-effect control and ±100 the full control effect
#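 Eya2 protein (added as 0.2 uM solution) was preincubated with compound for 10 min at ambient temperature in 50 mM HEPES pH 7.5, 50 mM NaCl, 5 uM MgCl2, 0.05% BSA, 1 mM DTT. OMFP (added at 50 uM) then reacted 10 min; fluorescence read at 485/525 nm.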
# S-ASM inh: Inhibitors of Secretory Acid Sphingomyelinase (S-ASM): qHTS; hit rate 0.006% among 340,000; placental ASM, HMU-PC fluorogenic substrate, 60 min; Potency, µM (top dose mostly 57.5 µM), without a hit: at the top dose activity change, negative = inhibition, most hits filed as inhibitors; AID 504937, 2011; further: potency means the concentration at half of the fitted maximal effect
#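 Fluorogenic HMU-PC substrate (9 uM final) is turned over by placental ASM in 60 min at 37 C after a 10 min compound preincubation. Reaction ended by alkaline stop (pH 10), with fluorescence read at 386/447 nm.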
# ELG1 genotoxic: qHTS screen for small molecules that induce genotoxicity in human embryonic kidney (HEK293T) cells expressing luciferase-tagged ELG1; HEK293T ELG1-luciferase reporter, luminescence, 16 h; Potency, µM (highest dose often 46 µM), inactives show top-dose activity change, positive = activation, hits mostly activators; hit rate 1.3% among 330,000; further: potency means the concentration at half of the fitted maximal effect; % of control where 0% means no effect; nearly all actives have a fitted effect of over 60% in size
#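 Cells (2,000/well) expressing the ELG1-luciferase fusion are dosed by pin tool and kept 16 hr at 37 °C, 5% CO2. Signal comes from ONE-Glo luciferase reagent after 30 min at room temperature.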
# uPA surface inh: qHTS for Inhibitors of Cell Surface uPA Generation; cell surface uPA generation assay, qHTS; Potency, µM (top dose mostly 38.3 µM), inactives show at the top dose activity change, negative = inhibition, actives largely listed as inhibitors; hit rate 0.31% among 330,000; active means well fitted inhibition curve with a large enough effect; inconclusive means small, poorly fitted or top-dose-only effect; inactive means no such curve, though single readings can be large or run the other way; tested in mouse RAW 264.7 cells; further: potency means the concentration at half of the fitted maximal effect; on the % scale 0 is the no-effect control and ±100 the full control effect; nearly all actives have a fitted effect of over 55% in size
# An asterisk follows results filed as active; ? = inconclusive; · = no result given; [ ] = dose if it differs, or a comment. Unless noted, the call rests on the fitted dose curve; in most records, active means well fitted curve in the direction sought with a large enough effect; inconclusive means small, poorly fitted or top-dose-only effect, or another doubt; inactive means no such curve, though single readings can be large; an effect the other way counts as inactive or inconclusive.
SMILES,TSG101-PTAP inh,B2AR arrestin,USP2a inh,p53 reactivation,Integrin act MD,TRPV1 ag,BRCA1 expr up,Eya2 inh,S-ASM inh,ELG1 genotoxic,uPA surface inh
CC1CCC2(CC1)NC(=O)N(NC(=O)CCc1c[nH]c3ccccc13)C2=O (configuration not stated),-2%,-0.4%,1%,-7%,?,-3,-4%,-7%,0%,2%,-1%
CCOC(=O)[C@H]1[C@H]2COc3ccc(OC)cc3[C@@H]2N2C(=O)c3ccc(F)cc3NC(=O)[C@@]12C,-5%,-0.1%,-1%,-13%,-11%,88*,-12%,2%,4%,1%,8%
O=C(NC(=S)NNC(=O)c1ccccc1F)c1cccnc1,1%,0.5%,0%,9%,-14%,0,-32%,6%,2%,-2%,5%
O=C1CCC(C(=O)OCC(=O)C23CC4CC(CC(C4)C2)C3)N1 (configuration not stated),-3%,0.1%,0%,-2%,3%,-2,-9%,0%,1%,0%,3%
N#CCc1ccc(NC(=O)c2cc(S(=O)(=O)N3CCOCC3)ccc2Cl)cc1,·,0.3%,3%,-13%,-31%,18,-22%,-1%,-1%,-15%,-24%
Cc1ccc(-c2nc3ncccc3o2)cc1N,-1%,-0.1%,1%,·,19%,0,48%,-4%,36%[activator],?,?
CC1(C)Cc2c(sc3c2c(=O)n(-c2ccc(Cl)cc2)c(=O)n3CC(N)=O)CO1,1%,0.3%,3%,-1%,21%,-4,-22%,7%,3%,0%,-5%
COc1ccccc1C(=O)NNC(=S)NC(=O)c1cc(OC)c(OC)c(OC)c1,-2%,-0.3%,15%,3%,-10%,-1,-66%,?,-4%,19%,?
Cc1nc2ccccc2c2nc(N)nn12,1%,0.4%,-3%,1%,-15%,3,8%,-14%,-2%,13%,-4%
O=Nc1c(-c2ccccc2)cc2ccccn12,-5%,0.1%,4%,11%,?,-6,?,6%,-1%,10%,?
CC(O)c1cccc(NC(=O)Nc2cccc(NC(=O)Nc3cccc(C(C)O)c3)c2)c1 (configuration not stated),-3%,-0.9%,2%,3%,3%,0,-2%,-25%,-8%,-1%,-17%
CCN1CCN(C2=C(NS(=O)(=O)c3ccc(NC(C)=O)cc3)C(=O)c3ccccc3C2=O)CC1,-6%,-0.1%,-1%,10%,-31%,0,-69%,3%,-6%,-4%,-10%
Cc1cc(C)cc(-n2ncc3c2CCCC3NC(=O)C2(C(N)=O)CC2)c1 (configuration not stated),-2%,0.1%,1%,3%,-28%,19,-14%,-5%,·,-3%,-1%
CN(Cc1ccccc1)S(=O)(=O)c1ccc(NC(=S)NC(=O)C2CCCCC2)cc1,1%,-0.6%,4%,2%,29%,-3,-88%,2%,4%,-12%,-15%
Cc1ccc(-n2nnnc2-c2cccnc2)cc1,-5%,3.7%,5%,-1%,-2%,-1,23%,5%,4%,0%,6%
O=C(CSc1nc(=O)n(CCCN2CCOCC2)c2c1CCCC2)Nc1cccc(F)c1,-4%,0.3%,-1%,0%,-12%,4,-31%,-8%,·,2%,-23%
CCN(CC)C(=O)CSc1nc(O)cc(=O)n1CC,-4%,0.5%,1%,6%,-23%[7.66 µM],-4,-1%,4%,4%,-1%,·
CC1CCCC(NC(=O)COC(=O)c2sc3ccccc3c2Cl)C1C (configuration not stated),-2%,-0.4%,-3%,-9%,6%,1,-11%,-1%,3%,-3%,-3%
CC(C)OC(=O)CSc1ncnc2c1cnn2Cc1ccccc1,1%,-0.3%,5%,-1%,-23%,18,7%,0%,-2%,-5%,10%
Cc1oc(-c2cccs2)nc1CN1CCN(CCC(C)C)C(CCO)C1 (configuration not stated),1%,-1.4%,0%,0%,-20%,2,-16%,-19%,90%[activator],-2%,-1%
CCOC(=O)C1=C(CNCc2ccc(C)cc2)NC(=O)NC1c1ccc(OC)cc1 (configuration not stated),-3%,0.2%,-1%,0%,-28%,8,-63%,-1%,3%,-7%,-8%
CCC(C)Nc1nc2c(c(=O)n(C)c(=O)n2C)n1C (configuration not stated),-7%,0.1%,0%,5%,6%,-3,-23%,-5%,-3%,0%,-6%
O=C(COC(=O)c1cnccn1)NCCc1ccc(Cl)cc1,0%,-0.3%,-1%,7%,24%,13,-1%,24%,0%,1%,0%
CCn1nc(C)c(CN2CCN(Cc3ccsc3)C(CCO)C2)c1C (configuration not stated),-1%,0.4%,-2%,0%,?,2,-2%,0%,-1%,-4%,5%
COc1ccc(C(=O)OCC(=O)c2c(N)n(C)c(=O)n(C)c2=O)c(OC)c1OC,1%,-0.2%,1%,-12%,?,·,-15%,-5%,-3%,3%,-16%
O=C1CC(N2CCN(c3ccccc3O)CC2)C(=O)N1Cc1ccccc1 (configuration not stated),0%,-1.0%,-8%,1%,8%,-2,-14%,-7%,3%,-6%,-1%
Cc1ccc(-c2csc(=S)n2CC(=O)OCC(=O)NCc2ccco2)cc1,1%,0.4%,1%,-2%,-34%,4,-15%,6%,-2%,4%,·
O=C(NC(=S)Nc1ccc(O)cc1)c1ccccc1Cl,-1%,-0.8%,8%,9%,-21%,-2,?,0%,-3%,?,?
COc1ccc(S(=O)(=O)N2CCCCCC2)cc1NC(=O)Cc1n[nH]c(=O)c2ccccc12,2%,-0.2%,-1%,-7%,9%,1,-11%,13%,-2%,-1%,-1%
Cc1ccc(N=C2SC(C(=O)O)CC(=O)N2C)cc1C (configuration not stated),-1%,-0.5%,2%,0%,0%,-1,2%,7%,0%,1%,1%
CCn1c(NC(=O)c2cccs2)c(-c2cccs2)c(=O)c2ccccc21,-2%,0.1%,0%,2%,17%,4,-2%,-1%,0%,0%,-3%
Cc1ccc(NC(=O)CNC(=O)c2sc3ccccc3c2Cl)nc1,-7%,0.3%,0%,10%,12%,2,-11%,14%,-2%,11%,3%
CCNC(=S)NNC(=O)CCn1c2ccccc2c2ccccc21,-2%,-0.5%,0%,-5%,9%,22,-16%,5%,7%,-6%,-1%
CCN1C(=O)[C@H]2[C@@H](c3ccc(-c4ccc(OC)cc4)cc3)N[C@@](CC(C)C)(C(=O)OC)[C@H]2C1=O,-1%,-0.3%,-13%,-1%,2%,3,-18%,-4%,-7%,-5%,0%
O=C(O)/C=C/c1cn(-c2ccccc2)nc1-c1cc2ccccc2o1,-7%,-0.3%,3%,0%,1%,3,15%,17%,3%,4%,3%
CC(=O)Nc1ccc(NC(=O)C2CCCN2C(=O)NC2CCCCC2)cc1 (configuration not stated),-2%,-0.6%,3%,0%,-11%,-6,0%,-2%,-4%[11.5 µM],3%,-1%
Cc1cccc(NC(=S)N(CCN(C)C)C(C)c2ccccn2)c1 (configuration not stated),-5%,-1.4%,2%,4%,-13%,-3,-22%,-17%,-1%,0%,·
Cn1cc(CC(=O)NCCCN2CCCC2)c2ccccc21,-3%,0.2%,1%,0%,8%,1,0%,15%,4%,-4%,1%
O=C(c1ccc(N2CCOCC2)c([N+](=O)[O-])c1)N1CCN(c2ccccc2)CC1,0%,·,·,·,?,·,3%,·,0%,·,2%
O=C(CN1CCN(CCN2C(=O)c3cccc4cccc(c34)C2=O)CC1)c1ccc(Cl)cc1,·,0.0%,0%,1%,·,2,·,-3%,·,1%,·
CN(C)c1ccc(CNn2cnnc2)cc1,-3%,-0.7%,3%,1%,29%,-2,28%,10%,6%,0%,-5%
COC(=O)C(Cc1ccc(O)cc1)NC(=O)CCNC(=O)c1ccco1 (configuration not stated),1%,-0.4%,1%,1%,4%,0,-15%,9%,36%,-1%,0%

# Source: PubChem (National Center for Advancing Translational Sciences (NCATS))
